# HEK293 tox – cytotoxic in the GLP-1 receptor inverse agonist counter-screen; Potency, µM (titrated, usually from 38.3 µM), for the others: at the highest dose activity change, negative = inhibition, hits mostly inhibitors; HEK293 cAMP-luciferase reporter cells, luminescence, 24 h; hit rate 0.13% among 410,000;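 further: loss of luciferase light is scored as toxicity; on the % scale 0 is the no-effect control and ±100 the full control effect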
#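 MLSMR compounds, 24 hr on cells at 37 deg C/5% CO2; luminescence after luciferase reagent (12 min RT). Inhibition counted as the undesired cytotoxic outcome.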
# GLP1R inv ag – GLP-1 receptor (human) inverse agonism | P43220 | HEK293 GLP-1R CRE-luciferase, luminescence, 24 h; GLP-1R form is constitutively active | Potency, µM (series often up to 38.3 µM), for the others: top-dose activity change, negative = inhibition, usual class: inhibitors | hit rate 1.6% among 410,000; further: on the % scale 0 is the no-effect control and ±100 the full control effect; nearly all actives have a fitted effect of over 55% in size
# Target sequence (P43220 whole entry, looked up): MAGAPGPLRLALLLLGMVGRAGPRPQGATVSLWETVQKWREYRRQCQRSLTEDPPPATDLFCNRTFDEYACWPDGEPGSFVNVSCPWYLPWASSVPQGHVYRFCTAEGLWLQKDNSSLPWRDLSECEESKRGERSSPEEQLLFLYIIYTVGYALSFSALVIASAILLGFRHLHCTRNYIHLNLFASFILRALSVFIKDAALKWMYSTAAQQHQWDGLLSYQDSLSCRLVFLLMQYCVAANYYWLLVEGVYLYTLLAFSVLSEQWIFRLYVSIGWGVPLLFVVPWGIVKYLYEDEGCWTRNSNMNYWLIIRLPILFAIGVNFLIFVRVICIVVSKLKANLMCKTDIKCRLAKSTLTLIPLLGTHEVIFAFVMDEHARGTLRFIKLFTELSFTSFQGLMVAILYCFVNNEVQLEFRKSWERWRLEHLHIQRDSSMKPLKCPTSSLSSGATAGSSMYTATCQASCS
#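 Assay principle: reduced luminescence from a cAMP-responsive reporter in HEK293 cells co-expressing a constitutively active GLP-1R. Conditions: 24 hr compound incubation, 37 deg C, 5% CO2.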
# KB-3-1 tox – kills parental KB-3-1 adenocarcinoma cells | KB-3-1 viability, CellTiter-Glo ATP luminescence, 72 h | Potency, µM (series often up to 46.1 µM), for the others: top-dose activity change, negative = cytotoxic, hits mostly cytotoxic | hit rate 1.4% among 400,000 | AID 1347075; further: on the % scale 0 is the no-effect control and ±100 the full control effect; nearly all actives have a fitted effect of over 60% in size
#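 Cells are dispensed, compounds pinned in, plates held at 37 °C for 72 h, then CellTiter-Glo is added and luminescence read after 10 minutes. Cell line: parental KB-3-1 in phenol-red-free DMEM, 10% FBS.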
# GLP1R ag – activates the human GLP-1 receptor | P43220 | HEK293 GLP-1R CRE-luciferase, luminescence, 4-6 h; cells express a hypersensitive GLP-1R form | Potency, µM (top dose mostly 45.6 µM), for the others: at the highest dose activation, actives largely listed as activators | hit rate 0.007% among 380,000 | AID 624172; further: % of control where 0% means no effect
# HT1080NT lethal – kills 2HG-producing HT-1080-NT fibrosarcoma cells. AID 686970. hit rate 1.6% among 360,000. HT-1080-NT fibrosarcoma viability, CellTiter-Glo ATP luminescence, 48 h. Potency, µM (top dose mostly 46.1 µM), inactives show at the top dose activity, negative = less viability, actives largely listed as cytotoxic;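 further: NT is the 2HG producing partner of a matched IDH1 knockdown line; 0% = DMSO-treated cells and -100% = media-only wells without cells; nearly all actives have a fitted effect of over 55% in size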
#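 HT-1080-NT fibrosarcoma cells (2HG-overproducing), 750 cells/well in RPMI with 5% FBS, dosed after 2 h and incubated 48 h at 37C. CellTiter-Glo luminescence normalized to DMSO and no-cell wells; concentration-response curves fitted and classed.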
# KB-V1 cytotox – KB-V1 MDR subline cytotoxicity | AID 1347076 | hit rate 3.4% among 400,000 | Potency, µM (series often up to 46.1 µM), without a hit: top-dose activity change, negative = cytotoxicity, hits mostly cytotoxic | KB-V1 MDR cells viability, CellTiter-Glo, 72 h; further: on the % scale 0 is the no-effect control and ±100 the full control effect; nearly all actives have a fitted effect of over 60% in size
#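 KB-V1 cells (P-gp-expressing MDR subline of KB-3-1) in phenol-red-free DMEM with 10% FBS were exposed to library compounds over a concentration series for 72 h at 37 degrees C. Viability read by CellTiter-Glo luminescence; concentration-effect curves fitted after normalization.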
# TDP43 rescue – inhibitors of TDP-43 toxicity in yeast | TDP-43 expressing yeast growth rescue, BacTiter-Glo, 24 h | Potency, µM (top dose mostly 46.1 µM), for inactives: top-dose growth rescue (activation), hits mostly activators | hit rate 1.8% among 410,000 | AID 652104; further: % of control where 0% means no effect; nearly all actives have a fitted effect of over 50% in size
#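 Readout is BacTiter-Glo luminescence of cell growth, so inhibitors register as activators. TDP-43-expressing yeast at OD600=0.02 in galactose medium, after raffinose pregrowth to mid-log, were incubated with compound for 24 hr at 30 deg C.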
# HT1080 IDH1KD tx – HT-1080 IDH1 knockdown cell toxicity (counter line) | HT-1080 IDH1 knockdown viability, ATP luminescence, 48 h | Potency, µM (titrated, usually from 46.1 µM), for the others: at the top dose activity, negative = toxicity, actives largely listed as cytotoxic | hit rate 2% among 360,000 | AID 686971;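 further: 0% = DMSO wells and -100% = cell-free medium wells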
#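 HT-1080-IDH1KD cells (IDH1 knocked down), 750/well in RPMI with 5% FBS, treated with compound 48 h at 37 degrees C. Viability by CellTiter-Glo luminescence, normalised to DMSO and no-cell wells; concentration-response curves classed.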
# SW480 rereplic – induces DNA re-replication in SW480 colon adenocarcinoma cells; SW480 DNA re-replication, Hoechst DNA content imaging, 48 h; Potency, µM (titrated, usually from 46.1 µM), for inactives: at the top dose re-replication activation, usual class: activators; AID 624297; hit rate 1.8% among 340,000; further: % of control where 0% means no effect; nearly all actives have a fitted effect of over 55% in size
#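 Quantitative HTS format with DMSO vehicle controls; 48 hr drug incubation at 37 C, then 40 min Hoechst staining and scanning imager measurement at 405 nm excitation.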
# The depositor's hits bear a star; u = inconclusive; x = not tested or not shown; & = joins results of further samples; [ ] = dose if it differs, or a comment. The call rests on the fitted dose curve; in most records, active means well fitted curve in the direction sought with a large enough effect; inconclusive means small, poorly fitted or top-dose-only effect, or another doubt; inactive means no such curve, though single readings can be large; an effect the other way counts as inactive or inconclusive. Potency means the concentration at half of the fitted maximal effect.
SMILES,HEK293 tox,GLP1R inv ag,KB-3-1 tox,GLP1R ag,HT1080NT lethal,KB-V1 cytotox,TDP43 rescue,HT1080 IDH1KD tx,SW480 rereplic
O=c1c2c(-c3ccc([N+](=O)[O-])cc3)csc2nc2n1CCCCC2,10%,53%[activator],-21%,5%,0%,u,5%[9.22 µM],-4%,1%
Cc1ccc2nc(N3CCN(C(=O)c4ccco4)CC3)c3nncn3c2c1,-16%,6%,-2%,-2%,8%,-19%,15%,12%,0%
O=C(Nc1ncc(Cc2cccc(Cl)c2)s1)C1=NCCN1,-2%,2%,5%,-6%,20µM*,0%,5%,0%,8%
O=c1[nH]c2cc(Cl)cc([N+](=O)[O-])c2c2ccc(Cl)cc12,-1%,-2%,-9%,4%,3%,-1%,11%,1%,x
CCOC(=O)c1c(-c2ccccc2)oc2ccc(N(C(C)=O)S(=O)(=O)c3cc(C)ccc3C)cc12,2%,13%,-6%,0%,x,u,23%,x,x
O=C(NCC1CC1)Nc1cccc(C(F)(F)F)c1,-2%,u,-3%,8%,12%,25%,-8%,3%,-7%
CC(C)(C)N(Cc1ccccc1)C(=O)CN1C(=O)c2ccccc2S1(=O)=O,5%,u,14%,1%,13%,-20%,42%,19%,-2%
CCOC(=O)N1CCN(C(=O)c2c[nH]c3ccc(S(=O)(=O)N(C)c4ccc(F)cc4)cc3c2=O)CC1,-3%,-18%,9%,-6%,1%,27%,-12%,5%,-5%
O=C(Nc1ccc(Br)cc1)C1CC(c2c(F)cccc2Cl)=NO1 (stereo not given),4%,u,-13%,7%,-1%,-5%,11µM*,0%,1%
Cc1cn(C2CCCCO2)c(=O)[nH]c1=O (stereo not given),-5%,2%,2%,4%,6%,13%,-12%,5%,1%
COc1ccc(N(CC(=O)Nc2ccccc2F)S(=O)(=O)c2ccc(OC)c(OC)c2)cc1,-4%,24%,6%,1%,9%,-4%,-11%,-2%,-40%[inhibitor]
Cc1cn([C@H]2C[C@H](O)[C@@H](CNCc3ccccc3)O2)c(=O)[nH]c1=O,4%,-17%,9%,-2%,16%,-12%,14%,8%,x
CC(NC(=O)Cn1ncc(Cl)c(Cl)c1=O)C12CC3CC(CC(C3)C1)C2 (stereo not given),u,u,6.5µM*,-30%,18µM*,u,16%,10µM*,5.2µM*
O=C(c1cc([N+](=O)[O-])ccc1N1CCOCC1)N1CCN(S(=O)(=O)c2cc(Cl)ccc2Cl)CC1,12%,8%,4%,1%,1%,-18%,12%,-1%,1%
Cc1ccc(C(=O)CSc2nnc(-c3c[nH]c4ccccc34)o2)cc1,-1%,0%,-10%,-10%,u,u,8%,-12%,u
CCOC(=O)NCc1ccc(S(=O)(=O)Nc2c(C)cccc2C)cc1,-24%,-1%,-7%,-10%,-7%,1%,9%,4%,0%
COc1ccc(/C=C/C(=O)Nc2ccc3nc4n(c(=O)c3c2)CCCC4)cc1OC,7%,5%,3%,12%,u,7%,16%,u,-7%
COc1ccc(S(=O)(=O)Nc2cc3c4c(c2)CCN4C(=O)CC3)cc1,7%,76%[activator],2%,17%,-15%,-2%,0%,-18%,-24%
COc1ccc(C(C)=O)cc1Cn1c(C)c(C(=O)NCC(C)C)sc1=O,6%,27%,13%,-8%,4%,u,-13%,2%,x
O=C(NC1CCN(C(=O)Nc2ccccc2Cl)CC1)c1cccc(F)c1,-12%,u,0%,6%,-6%,3%,17%,-13%,-24%
CN(Cc1ccco1)C(=O)C1CCC(=O)N1Cc1ccc(F)cc1 (stereo not given),-4%,-1%,17%,-12%,11%,5%,11%,20%,-4%
COc1cc(C(=O)NCCCNc2nc3cc(C)c(C)cc3cc2C#N)cc(OC)c1OC,215%[activator],-21%,-1%,29%,14%,-15%,-20%[0.397 µM],-2%,16%
COc1ccc(C=NNC(=S)NC23CC4CC(CC(C4)C2)C3)cc1OC,u,u,u,23%,0%,2.9µM*,u,-1%,u
O=C(NCc1ccc2c(c1)OCO2)C1CC(=O)N(c2ccc(O)cc2)C1 (stereo not given),20%,5%,0%,4%,11%,u,12%,15%,-4%
CN(C)CCCOC(=O)c1sc2ccccc2c1Cl,-4%,-24%,11%,-1%,0%,18%,-10%[0.397 µM],-24%,-6%
N#Cc1ccc(C(=O)NC(=S)NC2CCCCC2)cc1,u,u,-3%,0%,4%,-26%,22µM*,-1%,u
O=C(NNc1ccc([N+](=O)[O-])cn1)Nc1ccc(N=Nc2ccccc2)cc1,u,-44%,14%,-5%,-5%,4%,11%,-13%,5%
Cc1ccc2cc3cc(C(=O)NC4CC4)oc3nc2c1,-7%,8%,2%,4%,25%,-29%,0%,-6%,-16%
O=C(NCc1ccco1)c1ccc(S(=O)(=O)c2cccc(S(=O)(=O)N3CCOCC3)c2)cc1,15%,4%,u,-7%,-5%,u,-5%,-3%,0%
O/N=C/c1cc(Br)ccc1OCc1ccc(F)cc1,-9%,u,-5%,5%,-5%,-14%,-74%[inhibitor],-21%,-1%[9.22 µM]
COc1ccc(-c2c3c(=O)n(C)c(=O)n(C)c3c3n2-c2ccccc2NC3c2ccc(OC)cc2)cc1 (stereo not given),-18%,6%,-1%,x,x,-5%,-3%,x,x
C/C(=N\NC(N)=O)c1cc(Cl)cc(Cl)c1O,38%[activator],15%,0%,13%,-26%,-28%,-10%,-3%,u
Cc1ccc(C(=O)N2[C@@H]3CN(C)C(=O)[C@@]2(C)[C@H]2C(=O)N(C)C(=O)[C@@H]32)cc1,17%,17%,24%,-4%,22%,-4%,2%,10%,-9%
C=CCOC(=O)C1C(=O)CC(C)(O)C(C(=O)OCC=C)C1c1ccc(N(C)C)cc1 (stereo not given),0%,8%,-3%,3%,-1%,-5%,18%,6%,-3%
Nc1cc(=O)[nH]c(=S)n1-c1cccc(C(F)(F)F)c1,6%,0%,-7%,5%,6%,12%,-10%,-1%,1%
COc1ccc(OC)c(-c2nnc3n2N=C(c2ccc(OC)c(OC)c2)CS3)c1,x,x,u,2.2µM*,x,u,x,x,u
CCOC(=O)c1cnn(-c2ncnc3sc(C)c(C)c23)c1N,9%,-2%,14%,-4%,-5%,u,29%,0%[9.24 µM],-2%
CCNc1nc(NCC)n2c(SCC(=O)Nc3ccc(NC(C)=O)cc3)nnc2n1,-11%,14%,0%,1%,0%,u,-21%,12%,1%
CCCOc1ccc(C(C)(O)CN2CCOCC2)cc1 (stereo not given),-3%,0%,12%,-8%,6%,-15%,16%,2%[9.24 µM],0%
CC(=O)Nc1ccc(C(=O)OCC(=O)NCc2ccc3c(c2)OCO3)cc1,-3%,3%,u,4%,-2%,8%,1%,-1%,2%
O=C(c1ccc(Br)o1)N1CCN(Cc2ccc3c(c2)OCO3)CC1,10%,-11%,-13%,15%,-1%,-9%,-15%,0%,22%
CC1=C(C(=O)Nc2ccc(C)cc2C)C(c2cccs2)n2nc(SCc3ccccc3Cl)nc2N1 (stereo not given),1%,-22%,-6%,-2%,x,-5%,1%,x,x
CCS(=O)(=O)Nc1ccc(C2=NN(C(=O)c3ccco3)C(c3ccc(Cl)o3)C2)cc1 (stereo not given),-5%,1%,u,2%,-18%,-20%,-5%,-28%,19%
Cc1ccc(Cn2ccc(NC(=O)c3nc4ncccn4n3)n2)cc1,3%,4%,6%,-6%,7%,19%,6%,12%,1%
Cc1csc2nc(-c3cccc(NC(=O)c4ccccc4Cl)c3)cn12,-19%,-12%,13%,-3%,x,-3%,20µM*,x,x

# Shown with bars between the fields: 3 of the compounds above.
SMILES | HEK293 tox | GLP1R inv ag | KB-3-1 tox | GLP1R ag | HT1080NT lethal | KB-V1 cytotox | TDP43 rescue | HT1080 IDH1KD tx | SW480 rereplic
COc1ccc(OC)c(-c2nnc3n2N=C(c2ccc(OC)c(OC)c2)CS3)c1 | x | x | u | 2.2µM* | x | u | x | x | u
CCOC(=O)c1cnn(-c2ncnc3sc(C)c(C)c23)c1N | 9% | -2% | 14% | -4% | -5% | u | 29% | 0%[9.24 µM] | -2%
CCNc1nc(NCC)n2c(SCC(=O)Nc3ccc(NC(C)=O)cc3)nnc2n1 | -11% | 14% | 0% | 1% | 0% | u | -21% | 12% | 1%

# (continued)
SMILES,HEK293 tox,GLP1R inv ag,KB-3-1 tox,GLP1R ag,HT1080NT lethal,KB-V1 cytotox,TDP43 rescue,HT1080 IDH1KD tx,SW480 rereplic
Cc1cccc(NC(=O)CNC(=O)c2cc(C3CC3)nn2-c2ccccc2)c1C,-13%,u,-18%,5%,3%,u,-2%,2%,0%
CC1CCCCN1S(=O)(=O)Cc1ccccc1Cl (stereo not given),-19%,u,16%,19%,18%,0%,14%,16%,-1%
c1ccc2ccccc2c1,5%,7%,u,0%&-5%,u,2%,0%,8%,-1%&0%
COC(=O)C(NNc1ccccc1)(NC(=O)c1cccc(F)c1)C(F)(F)F (stereo not given),-27%,2%,u,-10%,-12%,5%,u,-12%,9%
O=C1c2nc3ccccn3c2C(=O)N1Cc1ccccc1,0%,16%,-3%,-2%,0%,10%,0%,8%,0%
CO/N=C/CC(=O)Nc1ccc(F)cc1F,-3%,-1%,-8%,-1%,u,6%,-8%,10%,u
O=C(OCCN1CCOCC1)c1cccs1,1%,9%,7%,-9%,19%,2%,0%,11%,0%
O=[N+]([O-])c1cccc(/C([O-])=C(/C(=S)Nc2ccccc2)[n+]2ccccc2)c1,-14%,-2%,6%,1%,1%,-10%,7%,-12%,x
O=C(COC(=O)c1ccc(S(=O)(=O)N2CCCCCC2)cc1)NCc1ccc(F)cc1,-12%,8%,-1%,-1%,4%,-14%,8%,-1%,1%
O=C(O)c1cccc2cc(-c3ccccc3)oc(=O)c12,-20%,6%,9%,-1%,3%,1%,-10%,12%,-5%

# Screening results: PubChem BioAssay, National Center for Advancing Translational Sciences (NCATS)

# The order is random (roughly 9.4% active in at least one column).
